High-throughput results as filed in PubChem.
MEKK2mut PB1 HTS: signal of MEK5 binding to mutant human MEKK2 PB1 domain; bead flow cytometry, Alexa488-MEK5 binding to MEKK2 mutant; AID 1530; percent response, % at 10 µM; actives 0.35% (n = 290,000); in the data active means percent response above about 24%, passing the limit was not always enough; further: inactives centre near 1; some results filed as inactive read as strong as hits
DNA FID counter: displaces DNA intercalator in HCV helicase counter-screen | actives 0.17% (n = 290,000) | inhibition, % at 7.9 µM | DNA fluorescent intercalator displacement, fluorescence; in the data active means inhibition above about 37%;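 further: 0% = vehicle and 100% = reference compound; higher means more ethidium bromide displaced from hairpin DNA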
CRFBP-R2 agonist: agonists of human CRF-binding protein/CRF-R2 receptor complex | activation, % at 13.2 µM | AID 588473 | HEK293 CRF-R2/CRF-BP, calcium dye fluorescence (FLIPR); percent of saturating CRF peptide response | actives 0.46% (n = 350,000);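 active means activation of at least 50%, plus an integration ratio under a set limit after plate pattern correction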;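 further: plate controls were neutral control wells without compound for no effect and CRF at EC100 for full effect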
UBC9 SUMO inh: inhibitors of human SUMOylation (UBC9). P63279. HTRF SUMOylation assay, SAE1/SAE2 + UBC9, in vitro. inhibition, % at 35 µM. actives 0.36% (n = 290,000); in the data active means inhibition above about 50%, passing the limit was not always enough; further: strong numbers were not always called active
Target sequence (P63279 whole entry, looked up): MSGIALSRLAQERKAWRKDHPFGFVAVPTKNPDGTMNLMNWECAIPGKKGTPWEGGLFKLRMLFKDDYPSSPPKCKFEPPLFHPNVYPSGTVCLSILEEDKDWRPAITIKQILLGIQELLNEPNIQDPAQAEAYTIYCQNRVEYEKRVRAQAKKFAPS
MEKK3 PB1 HTS: raises or lowers MEK5 binding to the human MEKK3 PB1 domain; bead-based flow cytometry, Alexa488-MEK5 binding to MEKK3; actives lie on both sides; 0 = blocked by unlabeled MEK5, 100 = vehicle; binding response (% of control), % at 10 µM; actives 1.4% (n = 290,000); AID 1529;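 active means binding response more than 3 SD above or below the average of its plate-row segment, actives on both sides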;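 further: Alexa488 bead fluorescence after subtracting the streptavidin-only scavenger bead signal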
Target sequence (Q99759 whole entry, looked up, the tested form may be a part): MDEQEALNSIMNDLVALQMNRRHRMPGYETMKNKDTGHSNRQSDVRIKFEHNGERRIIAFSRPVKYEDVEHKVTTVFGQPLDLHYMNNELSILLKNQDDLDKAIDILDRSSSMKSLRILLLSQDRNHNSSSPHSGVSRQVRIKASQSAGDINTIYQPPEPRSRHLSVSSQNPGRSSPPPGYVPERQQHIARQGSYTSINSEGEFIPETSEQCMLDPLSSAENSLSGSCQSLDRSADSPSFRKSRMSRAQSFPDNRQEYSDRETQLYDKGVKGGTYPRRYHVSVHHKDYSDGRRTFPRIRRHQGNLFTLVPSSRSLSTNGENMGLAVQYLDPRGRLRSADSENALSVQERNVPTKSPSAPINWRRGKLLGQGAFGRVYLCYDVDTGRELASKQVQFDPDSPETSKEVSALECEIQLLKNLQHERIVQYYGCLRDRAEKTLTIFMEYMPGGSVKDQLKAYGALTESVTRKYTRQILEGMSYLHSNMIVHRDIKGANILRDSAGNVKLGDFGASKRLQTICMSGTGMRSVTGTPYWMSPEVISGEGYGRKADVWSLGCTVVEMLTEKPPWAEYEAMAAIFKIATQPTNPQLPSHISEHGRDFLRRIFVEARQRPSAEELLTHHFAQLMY
GalR3 antagonist: antagonists of human GalR3 | inhibition, % at 3 µM | O60755 | AID 651719 | HEK293 GalR3-CNG cAMP membrane potential fluorescence; galR3 body fused to GalR1 C-terminus | actives 0.44% (n = 360,000);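 active means inhibition above the screen-wide average plus 3 SD, cut at about 13% in these data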;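 further: forskolin and galanin both at EC90 stimulate the cells; cAMP rise reported by CNG channel membrane potential dye signal; 0% = forskolin plus galanin with DMSO and 100% = forskolin alone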
Target sequence (O60755 1-299 limits assumed): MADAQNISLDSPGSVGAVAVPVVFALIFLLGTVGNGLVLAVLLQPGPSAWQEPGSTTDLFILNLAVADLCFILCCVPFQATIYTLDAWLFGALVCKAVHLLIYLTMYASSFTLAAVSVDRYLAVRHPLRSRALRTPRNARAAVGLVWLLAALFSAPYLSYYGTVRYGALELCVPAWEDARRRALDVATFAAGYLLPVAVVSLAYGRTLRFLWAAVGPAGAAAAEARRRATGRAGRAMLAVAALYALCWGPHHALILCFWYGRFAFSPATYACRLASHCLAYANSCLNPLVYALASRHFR
HCV NS3 hel inh: blocks Hepatitis C virus NS3 helicase unwinding; NS3 helicase DNA unwinding, Cy5 molecular beacon fluorescence; inhibition, % at 10.9 µM; actives 0.56% (n = 290,000); AID 1800;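 active means inhibition above the mean of all tested compounds plus 3 SD, set per campaign, cut at about 35% in these data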;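 further: 0% = DMSO wells and 100% = thioflavine S control wells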
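Compound dosing – single dose, 10.9 µM nominal final, DMSO 0.8% final · System – NS3 helicase fragment of HCV · Buffer or medium – MOPS pH 6.5, MgCl2, DTT, Tween20, BSA · Signal – Cy5 beacon fluorescence read at start and 1 h · Also added – annealed dual-labelled DNA beacon duplex, ATP-started · Schedule – 1 h at 25 °C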
CRFR2-BP antag: CRF-BP/CRF-R2 complex antagonism. inhibition, % at 11.8 µM. HEK293 CRF-R2/CRF-BP, CRF-induced calcium fluorescence. actives 0.59% (n = 350,000);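 active means inhibition of the ligand-induced calcium signal above about 50% at the single tested concentration, limit read from the data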
MEKK2 WT-MEK5: raises or lowers MEK5 binding to wildtype human MEKK2 PB1 domain | Q9Y2U5 | bead flow cytometry, Alexa488-MEK5 binding to MEKK2 WT; actives lie on both sides | binding response (% of control), % at 10 µM | actives 1.1% (n = 290,000) | AID 1531; in the data active means binding response below about 67% or above about 130%
Numbers without * were called inactive; x = not tested or not shown. This is a subset; rates above refer to the full screens.

SMILES | MEKK2mut PB1 HTS | DNA FID counter | CRFBP-R2 agonist | UBC9 SUMO inh | MEKK3 PB1 HTS | GalR3 antagonist | HCV NS3 hel inh | CRFR2-BP antag | MEKK2 WT-MEK5
S=C(NCCCc1ccccc1)Nc1ccc(Br)cc1 | 0.0 | -18.7 | -0.2 | -6.6 | 99.0 | -2.3 | 1.2 | 14.0 | 100.0
CCCCCCCCCCCCCCCC(=O)NCCc1c[nH]c2ccccc12 | 1.0 | 0.2 | -0.2 | -13.0 | 100.0 | 2.1 | 11.0 | -4.0 | 103.0
Cc1ccc(Cl)cc1NC(=O)c1cc(S(=O)(=O)N2CCOCC2)cn1C | 3.0 | -15.4 | -1.4 | -0.9 | 102.0 | x | -5.4 | 11.8 | 103.0
CCOC(=O)C1CCN(CC(=O)N(CC(C)C)c2c(N)n(CC(C)C)c(=O)[nH]c2=O)CC1 | 0.0 | 2.0 | 3.7 | 5.9 | 127.0 | -5.4 | 10.8 | 1.1 | 107.0
O=C(COc1ncnc2sccc12)N1CCN(S(=O)(=O)c2ccc(Cl)cc2)CC1 | 2.0 | -2.9 | 1.3 | 7.8 | 107.0 | 0.2 | -3.2 | -7.4 | 110.0
O=C(Nc1cccnc1)C(Cc1ccccc1)n1cccc1 (centres undefined) | 0.0 | -5.1 | 2.1 | 1.5 | 97.0 | x | 8.0 | -39.1 | 99.0
O=C(c1cccnc1Nc1ccccc1F)N1CCOCC1 | -3.0 | 0.6 | -0.2 | 8.6 | 96.0 | -2.5 | 3.6 | 0.8 | 96.0
C=C(C)c1cccc(C(C)(C)NC(=O)N2CCN(CC(N)=O)CC2)c1 | -7.0 | -3.8 | -0.2 | 9.0 | 93.0 | -2.0 | 3.0 | 3.5 | 96.0
COc1cccc(OCc2cc(C(=O)N3CCN(c4ccccc4O)CC3)no2)c1 | 5.0 | -39.8 | -2.5 | -1.0 | 102.0 | -1.2 | -5.9 | -6.2 | 100.0
CCOCc1cc(CN2CCC(n3nccc3NC(=O)C3CC3)CC2)ccc1OC | -2.0 | 11.2 | -2.3 | 0.2 | 100.0 | -3.0 | -5.5 | 13.6 | 103.0
CN1C(=O)c2ccc(C(=O)NCc3ccccn3)cc2C1=O | 5.0 | -2.6 | 0.0 | 8.6 | 102.0 | -3.2 | 3.0 | 15.4 | 102.0
CCSc1nc(C)nc2c1oc1ccccc12 | 17.0 | 3.0 | 1.6 | 28.6 | 101.0 | 0.3 | -8.1 | -24.1 | 101.0
COc1ccc(-c2cc(C(F)F)n3ncc(C(=O)N4CCN(C(=O)c5ccco5)CC4)c3n2)cc1 | 7.0 | -30.2 | 0.0 | 32.7 | 113.0 | 5.6 | 1.0 | 8.9 | 116.0
O=C(Nc1ccc(Cl)c(Cl)c1)C1C2C=CC3(O2)C1C(=O)N(CCN1CCCCC1)C3C(=O)NC1CCCCC1 (centres undefined) | 13.0 | 12.8 | -0.4 | -1.1 | 104.0 | -11.8 | -47.2 | -19.1 | 115.0
COc1ccc(-c2csc(Nc3ccc(S(N)(=O)=O)cc3)n2)cc1 | 0.0 | -57.2 | -1.8 | -27.8 | 103.0 | -2.1 | -11.5 | 14.4 | 100.0
COc1ccc(-c2cc(=O)[nH]c(=O)[nH]2)cc1 | 0.0 | -3.4 | -0.1 | 29.4 | 100.0 | -4.3 | 6.7 | -7.0 | 97.0
Cc1ccc(C(C(=O)NCC2CCCO2)N(C(=O)c2snc(C(N)=O)c2N)c2ccccc2)o1 (centres undefined) | 0.0 | -39.1 | -0.3 | 5.1 | 101.0 | -9.5 | -3.7 | 3.9 | 103.0
CCOc1ccc(C(=O)O/N=C(\N)c2ccccn2)cc1OCC | 4.0 | -26.2 | 0.3 | 3.4 | 103.0 | -4.8 | 1.4 | -2.4 | 107.0
Cc1cc(Cl)c2oc(C(=O)NCCN3CCOC3=O)c(C)c2c1 | 8.0 | -24.1 | -3.0 | 10.4 | 103.0 | -4.4 | 1.3 | 3.9 | 110.0
N/C(=N\OC(=O)CCc1ccccc1)c1cccc(Br)c1 | 2.0 | 1.3 | 0.6 | -13.8 | 101.0 | -2.5 | 2.4 | 21.6 | 101.0

Of the compounds above, these have fluorine.
SMILES | MEKK2mut PB1 HTS | DNA FID counter | CRFBP-R2 agonist | UBC9 SUMO inh | MEKK3 PB1 HTS | GalR3 antagonist | HCV NS3 hel inh | CRFR2-BP antag | MEKK2 WT-MEK5
O=C(c1cccnc1Nc1ccccc1F)N1CCOCC1 | -3.0 | 0.6 | -0.2 | 8.6 | 96.0 | -2.5 | 3.6 | 0.8 | 96.0
COc1ccc(-c2cc(C(F)F)n3ncc(C(=O)N4CCN(C(=O)c5ccco5)CC4)c3n2)cc1 | 7.0 | -30.2 | 0.0 | 32.7 | 113.0 | 5.6 | 1.0 | 8.9 | 116.0

(more compounds)
SMILES | MEKK2mut PB1 HTS | DNA FID counter | CRFBP-R2 agonist | UBC9 SUMO inh | MEKK3 PB1 HTS | GalR3 antagonist | HCV NS3 hel inh | CRFR2-BP antag | MEKK2 WT-MEK5
CCOC(=O)N/N=C(\C)c1ccc(-n2cnnn2)cc1 | 5.0 | 3.0 | -0.4 | 10.8 | 105.0 | 0.8 | 17.2 | -6.1 | 104.0
CC1=C(C(=O)Nc2ccc(Cl)cc2)C(c2ccncc2)C(C#N)=C(SCC(N)=O)N1 (centres undefined) | -5.0 | -3.2 | 2.9 | 8.5 | 95.0 | -0.1 | -7.8 | 6.6 | 92.0
COc1ccc(N2CCN(C(=O)c3ccc(COc4ccc5c(C)cc(=O)oc5c4)cc3)CC2)cc1 | -1.0 | -5.1 | 0.6 | 10.5 | 99.0 | -3.9 | 1.7 | 17.4 | 98.0
Cc1ccn2cc(-c3cccc(S(=O)(=O)N4CC(C)OC(C)C4)c3)nc2c1 (centres undefined) | 1.0 | -35.0 | -0.9 | 12.3 | 101.0 | -1.0 | -7.7 | -2.3 | 102.0
CC(C)(C)C(=O)Nc1cccc(C(=O)c2cccc(NC(=O)C(C)(C)C)c2)c1 | -1.0 | -5.5 | 2.1 | -7.5 | 97.0 | -0.3 | -1.2 | -2.9 | 99.0
Cc1cc(NC(=O)COC(=O)C2CC(=O)N(c3ccccc3Cl)C2)no1 (centres undefined) | -6.0 | -9.7 | 3.5 | 18.0 | 100.0 | -8.8 | 4.3 | 16.6 | 101.0
CN(C)c1ccc(NC(=O)c2cn(-c3ccccc3)nc2-c2cccs2)cc1 | -2.0 | -3.6 | -0.6 | 7.3 | 103.0 | -4.2 | -6.7 | 12.4 | 99.0
Cc1cs/c(=N\N=C2CCCCC2)n1Cc1ccco1 | -2.0 | 4.0 | 6.6 | -10.4 | 94.0 | -6.7 | 13.1 | -0.5 | 95.0
Cc1cc(C)nc(-n2nc(C)cc2NC(=O)CN2CCc3ccccc3C2)n1 | -3.0 | -12.2 | -2.0 | 1.7 | 97.0 | 0.3 | 0.1 | -37.1 | 96.0
O=C(Cc1ccc([N+](=O)[O-])cc1)N/N=C/c1ccc([N+](=O)[O-])o1 | 6.0 | -0.3 | 0.6 | -9.6 | 106.0 | -4.2 | 7.2 | 4.1 | 105.0
CCc1cccc(NC(=S)Nc2cccc3ccccc23)c1 | 9.0 | 2.4 | -1.0 | 96.8 | 108.0 | -1.2 | 4.7 | -6.5 | 111.0
Cc1ccccc1OCC(=O)OC1CCN(C)CC1 | 12.0 | 11.4 | -0.3 | 8.9 | 104.0 | -4.9 | 6.0 | -8.6 | 106.0
Cc1cc(NS(=O)(=O)c2ccc(NC(=O)CSc3nc4ncc(Cl)cc4[nH]3)cc2)nc(C)n1 | 9.0 | -6.1 | -0.8 | 21.0 | 96.0 | -3.9 | 1.7 | 18.9 | -4.0*
CCOC(=O)C1CCN(C(c2cc3cc(C)cc(C)c3[nH]c2=O)c2nnnn2C2CCCCC2)CC1 (centres undefined) | x | -17.8 | 1.1 | x | x | -6.3 | 21.8 | 6.9 | x
CCCc1nnc(SCC(=O)Nc2cccc(Cl)c2Cl)o1 | 17.0 | -6.7 | -0.2 | 8.7 | 104.0 | -10.5 | 1.4 | -4.5 | 108.0
CCN(CC)S(=O)(=O)c1cc(NC(=O)C(C)N2CCN(c3ccccn3)CC2)ccc1C (centres undefined) | 3.0 | -21.1 | -5.0 | 19.6 | 107.0 | -1.4 | -3.9 | -2.9 | 104.0
CCC1=NN2C(=N)/C(=C/c3ccc(OS(=O)(=O)c4ccc(C)cc4)c(OC)c3)C(=O)N=C2S1 | -4.0 | -14.8 | 0.5 | 6.4 | 103.0 | -6.2 | 2.9 | -14.2 | 96.0
CCCCN(C)C(=O)Cn1nc(Cc2ccncc2)c2ccccc2c1=O | 1.0 | -24.1 | 0.2 | 22.9 | 104.0 | -10.8 | 2.4 | 6.4 | 101.0
Cn1cnc(S(=O)(=O)N2CCc3ccccc32)c1 | 1.0 | 1.3 | -1.7 | 12.2 | 100.0 | -1.1 | -15.5 | -0.7 | 101.0
COC(=O)c1cc(S(=O)(=O)N2CCCCC2)c[nH]1 | 2.0 | -7.6 | -1.4 | x | 100.0 | -6.2 | 9.1 | -2.6 | 103.0
CCc1ccn2cc(-c3ccc4c(c3)OCO4)nc2c1 | -37.0 | -4.3 | -1.2 | 22.2 | 63.0 | -3.4 | 5.2 | -6.2 | 74.0
O=C1NC(CCc2ccccc2)C(=O)N1CCOc1cccc(Br)c1 (centres undefined) | 5.0 | -9.1 | 0.3 | -10.6 | 102.0 | -1.0 | -17.5 | -1.5 | 102.0
Cc1ccc(-n2ncc3ccccc3c2=O)cc1Cl | 1.0 | 5.6 | 1.9 | 14.0 | 102.0 | -4.6 | 2.1 | -11.9 | 96.0
Cc1ccc(CNS(=O)(=O)c2cn(C)c(=O)n(C)c2=O)cc1 | 8.0 | -3.6 | -1.8 | -6.5 | 104.0 | -1.0 | 1.3 | -5.0 | 110.0
Cc1cc(C(=O)NCCC(C)C)c2ccccc2n1 | -1.0 | -4.5 | 0.6 | 21.7 | 100.0 | -5.2 | -2.0 | 4.7 | 98.0
O=C(O)CN1C(=O)/C(=C/c2ccc(SCc3ccccc3)o2)SC1=S | -9.0 | -2.4 | 39.1 | x | 96.0 | -1.4 | 16.8 | -56.7 | 86.0
CCOc1ccccc1OCC(=O)Nc1ccc(S(=O)(=O)Nc2nc(C)cc(C)n2)cc1 | -2.0 | -25.4 | -1.4 | 9.2 | 97.0 | -1.8 | 4.4 | 1.1 | 99.0
COc1ccc(NC(=O)C2CCC(CNS(=O)(=O)c3csc(C(N)=O)c3)CC2)cc1OC (centres undefined) | -1.0 | -25.1 | -0.4 | 3.3 | 96.0 | -3.9 | 17.7 | 3.1 | 96.0
Cc1ccc(Nc2cc(C)c(O)c(C)c2)cc1 | 9.0 | -5.0 | 0.8 | 8.1 | 108.0 | -10.5 | 1.0 | 5.8 | 107.0
CCc1ccc(NC(=O)CCNC(=O)Cn2cnc3ccccc3c2=O)cc1 | 0.0 | -17.9 | 0.0 | 5.8 | 96.0 | -9.0 | 2.1 | -5.0 | 98.0
CCn1ncc(CN2CCCC(C(=O)c3cccc(OC(C)C)c3)C2)c1C (centres undefined) | 1.0 | 3.2 | 0.0 | 11.8 | 103.0 | -2.6 | -8.9 | -9.7 | 101.0
